MsrA act: bovine MsrA enzyme activators, primary screen, biochemical, absorbance, HTS. Methionine sulfoxide reductase A (Bos taurus). purified bovine MsrA, absorbance read-out. activation, % at 10.6 µM. 360,000 tested, 0.3% active. AID 602163, 2012; in the data active = activation above about 7.5%;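 note: 0% = vehicle and 100% = reference activator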
STEP block: STEP phosphatase inhibitors, primary screen, biochemical, fluorescence intensity, uHTS; 360,000 tested, 0.25% active; recombinant STEP, OMFP fluorogenic substrate; Tyrosine-protein phosphatase non-receptor type 5 (Homo sapiens), P54829; inhibition, % at 20 µM;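 active = inhibition at 20 µM, scaled per plate between control wells, above about 37%, limit read from the data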;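 note: 0% = DMSO with enzyme and substrate and 100% = substrate only without enzyme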
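System: STEP phosphatase, cell-free reaction; Buffer or medium: Bis-Tris pH 6.0 buffer with DTT, detergent; Incubation: 20 min at room temperature, dark; Measured by: fluorescence, 480/540 nm.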
SUMO1-SIM PPI: modulators of SUMO1 protein-protein interactions, primary screen, biochemical, uHTS. AID 602429, 2012. SUMO1 binding to a labelled peptide, TR-FRET, 1 h. inhibition, % at 20 µM. 360,000 tested, 0.33% active. Small ubiquitin-related modifier 1 (Homo sapiens), P63165; in the data active = inhibition above about 37%
MsrA inhibitor: bovine MsrA enzyme inhibitors, primary screen, biochemical, absorbance, HTS; 360,000 tested, 0.75% active; purified bovine MsrA, absorbance read-out; inhibition, % at 15.5 µM; Methionine sulfoxide reductase A (Bos taurus); in the data active = inhibition above about 4.5%;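 note: 0% = vehicle wells with enzyme and 100% = reference inhibitor wells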
Scp1 inh: Scp-1 phosphatase inhibitors, primary screen, biochemical, colorimetric, uHTS. Carboxy-terminal domain RNA polymerase II polypeptide A small phosphatase 1 (Homo …. Recombinant Scp1, phosphopeptide, malachite green phosphate absorbance. inhibition, % at 20 µM. 340,000 tested, 0.88% active;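 active = inhibition above about 50% at 20 µM, limit read from the data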;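 note: plate controls were DMSO wells with enzyme for no effect and wells lacking enzyme for full effect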
Target sequence (Q9GZU7 76-261 limits assumed): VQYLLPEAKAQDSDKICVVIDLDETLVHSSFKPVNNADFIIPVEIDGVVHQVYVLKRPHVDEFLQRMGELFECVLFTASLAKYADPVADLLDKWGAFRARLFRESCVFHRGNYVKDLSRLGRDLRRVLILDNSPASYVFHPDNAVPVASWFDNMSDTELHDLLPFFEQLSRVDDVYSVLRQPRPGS
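System: SCP-1 catalytic domain; Reagent: Phospho 17-mer peptide substrate; Doses: one concentration, 20 µM, with 1.0% DMSO; Incubation: 45 min room-temperature reaction, 5 min colour, 30 min stabiliser; Signal: Phosphate-binding colour reagent, absorbance read at 630 nm.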
NRP1-CendR mod: modulators of CendR peptide binding to NRP-1, primary screen, biochemical, fluorescence polarization, uHTS; FAM-RPARPAR peptide binding to NRP-1; AID 602438, 2012; Neuropilin-1 (Homo sapiens), O14786; inhibition, % at 25 µM; 360,000 tested, 0.85% active;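 active = inhibition or corrected inhibition above about 18%, plus a signal ratio from 0.5 to 1.5, limit read from the data, passing the limit was not always enough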; note: strong numbers were not always called active
Target sequence (O14786 whole entry, looked up): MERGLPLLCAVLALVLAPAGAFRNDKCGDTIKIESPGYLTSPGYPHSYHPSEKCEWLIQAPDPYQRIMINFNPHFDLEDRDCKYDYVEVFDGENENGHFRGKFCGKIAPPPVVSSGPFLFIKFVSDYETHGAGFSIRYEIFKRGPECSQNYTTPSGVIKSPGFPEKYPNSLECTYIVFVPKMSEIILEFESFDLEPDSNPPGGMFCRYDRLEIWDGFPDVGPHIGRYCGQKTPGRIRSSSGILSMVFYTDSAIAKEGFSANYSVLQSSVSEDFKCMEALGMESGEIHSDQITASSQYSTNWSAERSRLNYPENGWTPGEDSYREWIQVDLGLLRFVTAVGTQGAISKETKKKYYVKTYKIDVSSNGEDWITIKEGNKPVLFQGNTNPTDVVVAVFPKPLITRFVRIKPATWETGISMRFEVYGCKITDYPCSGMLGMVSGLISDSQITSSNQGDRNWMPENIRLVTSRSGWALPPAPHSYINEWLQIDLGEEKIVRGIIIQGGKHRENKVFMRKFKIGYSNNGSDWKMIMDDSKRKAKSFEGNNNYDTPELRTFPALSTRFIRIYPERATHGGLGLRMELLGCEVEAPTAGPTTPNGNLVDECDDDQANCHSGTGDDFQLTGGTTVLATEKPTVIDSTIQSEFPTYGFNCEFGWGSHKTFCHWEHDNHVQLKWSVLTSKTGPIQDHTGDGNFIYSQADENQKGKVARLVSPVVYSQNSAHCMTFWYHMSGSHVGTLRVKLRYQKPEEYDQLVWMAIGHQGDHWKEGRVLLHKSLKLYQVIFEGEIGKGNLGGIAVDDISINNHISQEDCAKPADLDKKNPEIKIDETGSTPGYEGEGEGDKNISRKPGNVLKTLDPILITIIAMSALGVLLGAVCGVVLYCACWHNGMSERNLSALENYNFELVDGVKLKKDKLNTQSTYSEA
DNMT1 inh: human DNMT1 methyltransferase inhibitors, primary screen, biochemical, molecular beacon, fluorescence, HinP1I cleavage, uHTS | DNA (cytosine-5)-methyltransferase 1 (Homo sapiens), P26358 | 360,000 tested, 0.83% active | AID 588458, 2011 | inhibition (reported as % activation of signal), % at 10 µM; in the data active = inhibition above about 50%
TbMetRS inhib: T. brucei MetRS inhibitors, primary screen, biochemical, luminescence | inhibition, % at 11.9 µM | methionyl-tRNA synthetase (Trypanosoma brucei brucei) | purified T. brucei MetRS, ATP depletion, Kinase-Glo luminescence | 360,000 tested, 0.4% active | AID 624268, 2012;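 active = inhibition above a per-plate cutoff of the control wells' mean inhibition plus 3 SD, cut at about 5.5% in these data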;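 note: 0% = DMSO wells median and 100% = median of wells with control inhibitor compound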
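technique = Kinase-Glo luminescence, ATP depletion format | system = purified MetRS (methionyl-tRNA synthetase) enzyme from Trypanosoma brucei | timing = 15 min preincubation, 2 h reaction, all 25 °C | evaluation = percent inhibition versus plate control medians | dosing = single dose, 11.9 µM final nominal, 0.9% final DMSO | also added = substrates ATP, L-methionine and bulk Escherichia coli tRNA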
eLon inh: inhibitors of E. coli Lon protease, primary screen, biochemical, fluorescence polarization. purified E. coli Lon protease. AID 602123, 2011. 360,000 tested, 0.42% active. inhibition, % at 7.94 µM; in the data active = inhibition above about 13%, passing the limit was not always enough;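 note: 0% = enzyme with probe and DMSO and 100% = no enzyme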
LMPTP block: LMPTP phosphatase inhibitors, primary screen, biochemical, fluorescence intensity, uHTS; Low molecular weight phosphotyrosine protein phosphatase (Homo sapiens), P24666; recombinant LMPTP-A, OMFP fluorogenic substrate; inhibition, % at 20 µM; 360,000 tested, 0.22% active;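 active = compounds that cut the enzyme signal by at least half of the control window in the single-dose screen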;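 note: plate controls were DMSO wells with enzyme plus substrate for no effect and substrate without enzyme for full effect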
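Test system: LMPTP-A, protein tyrosine phosphatase of low molecular weight; Input: 0.625 nM enzyme; Incubation: 50 min dark incubation at room temperature; Signal: endpoint fluorescence intensity from OMFP dephosphorylation; Read-out basis: % inhibition versus control wells.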
* = called active by the depositor; . = not tested or not shown.

Below each SMILES: MsrA act, STEP block, SUMO1-SIM PPI, MsrA inhibitor, Scp1 inh, NRP1-CendR mod, DNMT1 inh, TbMetRS inhib, eLon inh, LMPTP block
COc1ccccc1/C=C1\SC(=S)N(CCC(=O)Nc2cccc(O)c2)C1=O
    -2, -2, -16, -0.2, -11, 22, -8, 0.5, -7, 1.4
CCNC(=O)C1(C)CCCN1C(=O)c1ccc(C#N)cc1 (stereo not drawn)
    -1, 0, -2, -1.2, ., -1, -1, -0.3, -5, -0.7
CCCCC1=CC2=C(c3ccco3)C(=O)C(C)(OC(=O)c3ccc(OC)cc3)C(=O)C2=CN1CCCOC(C)C (stereo not drawn)
    -1, 0, -7, 2.2, 4, -6, -2, -0.2, -2, -0.4
COc1ccc(-n2nc(C(=O)NCCCN3CCOCC3)c3ccccc3c2=O)c(OC)c1
    -1, 0, 10, -0.4, -6, 6, -3, -0.1, 0, -0.7
CC(C)(C)OC(=O)N1CCC(C(=O)Nc2ccc3c(c2)CCC3)CC1
    -9, -1, 1, 2.0, 4, 4, 3, -0.5, -11, 1.4
CCc1nnc(NC(=O)C2CCCO2)s1 (stereo not drawn)
    0, -2, -6, 0.6, 3, -3, 5, 0.0, 2, 0.1
COc1cccc(NS(=O)(=O)c2ccc3c(c2)CCCN3C(C)=O)c1
    -7, -2, -5, -0.4, -8, -2, 1, -1.8, -4, -0.4
CN(C(=O)CSc1nc(C2CC2)nc2ccccc12)c1nc(-c2ccccc2)cs1
    -6, 4, -1, 0.3, 0, -13, 19, -0.5, -5, 1.7
O=C(CSc1ccccc1Cl)NC1CCCc2ccccc21 (stereo not drawn)
    -9, -6, 1, -1.0, -5, 16, 30, -0.6, 10, 0.3
CCc1ccc(NC(=S)N2CCC(NC(=O)c3ccccc3)CC2)cc1
    -3, 2, 15, -1.5, -7, 2, 1, 0.0, -6, 0.2
COc1cccc(/C=N/NC(=O)CC(=O)NCCc2ccc(OC)c(OC)c2)c1
    -4, 1, -5, -0.7, -3, 1, 3, -0.4, -6, 0.0
Cc1ccc(NC(=O)C2CCCN2S(=O)(=O)c2ccc3c(c2)CCC(=O)N3)cc1Cl (stereo not drawn)
    -3, 2, 8, 0.2, -1, -14, -2, -0.6, -4, -1.6
CCN(CC)CCNC(=O)C1(O)c2cc(Br)ccc2NC(=O)N1c1cccc(OC)c1 (stereo not drawn)
    -3, 0, 21, 0.2, -7, -6, 1, -0.1, 1, -1.7
CC(=O)c1c(C)n(C)c2ccc(O)cc12
    -4, -4, -3, 0.2, 3, -8, -2, -1.0, -7, -0.2
CCn1nc(C(=O)NCc2nnc3ccccn23)c2ccccc2c1=O
    -2, -3, -6, 1.3, -2, 1, 2, 0.0, -7, -0.8
CC(=O)NC(CC(=O)Nc1cccc(S(=O)(=O)N2CCCCC2)c1)c1ccccc1 (stereo not drawn)
    0, 6, -1, 2.5, 6, 18, -2, 0.1, 4, 1.6
COc1cccc(NC(=O)Nc2ccc3c(c2)N(C)C(=O)CS3)c1
    0, 3, 14, 0.1, -5, 8, -15, 0.3, 0, 0.4
COc1ccc(OCCSc2nnc(-c3cccnc3)n2N)cc1
    -4, 0, 0, -0.6, -2, -5, 7, -0.3, -3, -1.6
CCN1CCN(S(=O)(=O)c2ccc(Cl)c(C(=O)Nc3ccc(OC(F)F)cc3)c2)CC1
    0, 1, -1, 1.5, -4, 12, -3, -0.2, 5, -2.0
CCCNC(=O)c1ccccc1NC(=O)c1ccccc1N(C)S(=O)(=O)c1ccccc1
    -3, -3, 5, -0.8, -4, -9, -4, -0.2, -10, -0.4
CCC(=O)Nc1nnc(SCc2cccc(F)c2)s1
    -10, -3, 0, 0.4, 4, 3, 1, -0.6, -2, 0.8
O=C(CCNS(=O)(=O)c1ccc(Br)cc1)NCC1CCCO1 (stereo not drawn)
    -4, -2, 1, -0.7, -5, 5, 0, -0.3, -3, -1.4
O=[N+]([O-])c1cnccc1Nc1ccccc1
    2, 0, -26, 2.2, -6, 1, -3, -0.5, -2, -0.2
C=CCn1c(-c2ccccc2)nc(=S)c2c1CC(C)(C)OC2
    -4, -3, -4, 5.1*, -5, -18, 0, 0.1, -1, -0.1
CC1(C)CC(=O)C=C(NCCN2CCN(C(=O)Nc3ccc(Cl)c(Cl)c3)CC2)C1
    0, -1, -1, -1.1, -5, -4, 0, -1.0, -2, -0.5
COc1cccc(/C(O)=C2/C(=O)C(=O)N(c3ccccn3)C2c2ccc(OC)c(OC)c2)c1 (stereo not drawn)
    -3, 2, -6, 3.7, -2, 2, 1, -0.8, 0, -1.5
CC(C)c1ccc(S(=O)(=O)c2nnn3c2nc(NCC2CCCO2)c2ccccc23)cc1 (stereo not drawn)
    -3, -1, -6, ., -8, 8, -4, 0.0, 0, 1.4
O=C(NNC(=O)c1cccnc1Cl)c1ccc(F)cc1
    -1, -2, -2, -0.9, -2, 4, 1, 0.7, -4, 0.1
Cc1[nH]n(-c2ccccc2)c(=O)c1C=NC1CCCCC1
    -9, -4, 4, 0.9, -2, 8, 5, -0.4, 0, -0.3
Cc1cccc(NS(=O)(=O)c2ccc3[nH]c(=O)cc(C(=O)O)c3c2)c1
    -5, 4, -2, 1.0, 15, -5, 13, -1.1, 0, 0.4
O=C(c1ccc(Cl)cc1)[C@@H]1[C@@H]2C(=O)N(c3ccccc3)C(=O)[C@@H]2C2c3ccccc3C=NN21 (stereo partly drawn)
    -15, -2, 6, -0.5, -9, 5, -1, -1.3, -24, -0.8
Cc1cccc(NC(=S)NC2CCCC2)c1C
    1, 2, 1, 1.2, -2, 7, -5, -0.8, -5, 1.4
O=C(c1ccc(OC2CCN(C/C=C/c3ccccc3)CC2)cc1)N1CCCC1
    -2, 2, -1, -0.9, -5, 9, 0, -0.5, 1, 0.2
Cc1csc(CN(C)C(=O)CC2C(=O)NCCN2Cc2ccc(F)cc2Cl)n1 (stereo not drawn)
    3, 2, 4, -0.2, -8, -2, -4, 0.2, 7, -0.6
COc1cc(-c2n[nH]c(=S)n2/N=C/c2cccn2C)cc(OC)c1OC
    0, 2, 6, 1.2, -3, 13, -7, 0.2, 5, 0.9
COc1ccccc1NC(=O)COC(=O)c1ccc(S(=O)(=O)NCc2ccco2)cc1
    0, -2, 1, -0.1, 10, 18, 8, 0.3, 5, 1.4
COc1ccc(-n2nc(C(=O)NCC(=O)Nc3cccc(C)n3)c3ccccc3c2=O)cc1
    -9, -6, -6, -0.3, 1, 0, 8, -1.0, 3, 0.0
CC(C)N(Cc1nccn1C)C(=O)CC1C(=O)NCCN1Cc1ccccc1C(F)(F)F (stereo not drawn)
    -4, -6, -4, 0.9, -7, -1, -3, -0.3, 5, -1.4
CCc1ccc(N2CN(CCc3ccccc3)CNC2=S)cc1
    -2, 6, 5, 1.5, -8, 11, 0, 0.4, 4, -1.2
CCOc1ccc(OCC)c(NC(=O)CN2CCN(c3ccc(C)cc3C)CC2)c1
    -4, 3, 1, 0.3, -6, -22, 1, -0.5, -8, 3.0

Three compounds out of the list above, ordered by the value under MsrA inhibitor, highest first:
| Structure | MsrA inhibitor |
| --- | --- |
| CCc1ccc(N2CN(CCc3ccccc3)CNC2=S)cc1 | 1.5 |
| Cc1cccc(NS(=O)(=O)c2ccc3[nH]c(=O)cc(C(=O)O)c3c2)c1 | 1.0 |
| O=C(CCNS(=O)(=O)c1ccc(Br)cc1)NCC1CCCO1 (stereo not drawn) | -0.7 |

Further structures:
Below each SMILES: MsrA act, STEP block, SUMO1-SIM PPI, MsrA inhibitor, Scp1 inh, NRP1-CendR mod, DNMT1 inh, TbMetRS inhib, eLon inh, LMPTP block
Cc1cc(C)nc(SC2CCCCC2NS(=O)(=O)c2ccccc2)n1 (stereo not drawn)
    -3, 1, 0, -0.1, 1, 3, -3, 0.0, -9, 0.1
CC(C)C(N)c1csc(Nc2ccc(C(=O)NCCCO)cn2)n1 (stereo not drawn)
    -3, -3, 0, 2.6, ., 12, 0, -0.2, -2, 0.6
Cc1onc(-c2ccccc2)c1C(=O)Nc1ccc(Br)cc1Cl
    -11, 2, 27, -1.2, 1, -18, 1, -0.3, -6, -0.3
O=C(Nc1nnc(S(=O)(=O)N2CCCCCC2)s1)c1cccc(Br)c1
    0, 0, 4, 0.3, -10, -18, 5, 0.4, 12, -0.6
CCCCN(C(=O)C(C)Oc1cccc(Cl)c1)c1c(N)n(CCC)c(=O)[nH]c1=O (stereo not drawn)
    -3, 4, 2, -0.1, 0, 3, 0, -0.6, -6, -0.4
Cc1cccc(C)c1NC(=O)CSc1nnc(C)c(=O)[nH]1
    -6, -1, -2, 0.2, -2, -15, -1, -1.3, -4, -1.1
COc1cc(OC)cc(-c2sc3ccc(OC)cc3c2C#CCO)c1
    2, -2, -9, 0.0, -6, 6, -21, -0.2, -2, 2.4
COc1ccc(N2C(c3cc(OC)cc(OC)c3)=Cc3ccccc3C2CC(C)=O)cc1 (stereo not drawn)
    -7, ., -4, 2.9, ., 20, ., -0.8, -1, 2.3
NC(=O)NC(Cc1ccccc1)C(=O)O (stereo not drawn)
    4, -2, 1, 0.1, -8, 10, 15, 0.3, -17, -1.6
Cc1cccn2c(=O)c3cc(C(N)=S)c(=N)n(CCCN4CCOCC4)c3nc12
    -1, 9, -9, -0.1, -3, 19, -4, -0.2, -3, 28
COc1ccc(C(=O)NCCN2CCOCC2)c(OC)c1
    -1, 2, 1, 0.9, -1, -31, -3, 0.8, 0, -0.1
Cc1ccc(C)c(N2CCN(C(c3ccncc3)c3nnnn3Cc3ccccc3)CC2)c1 (stereo not drawn)
    -2, 2, -20, -0.2, 1, -1, -7, 0.2, -11, -1.8
C=CCNC(=O)CN(c1cccc(Br)c1)S(C)(=O)=O
    -1, -4, 2, 2.8, -3, -2, 4, 0.1, 4, -2.3
CCN(CC)C1Oc2cc3c(cc2C(c2cc(OC)c(OC)c(OC)c2)C1C)OCO3 (stereo not drawn)
    -5, -1, -3, 1.4, -10, 9, 0, -0.5, -3, -0.7
CC1(C(=O)Nc2ccc3c(c2)OCO3)CCN1Cc1cccc2c1OCO2 (stereo not drawn)
    -1, 2, 1, 0.0, ., -8, -9, -0.2, 5, -1.0

Single values from above.
STEP block, CC1(C(=O)Nc2ccc3c(c2)OCO3)CCN1Cc1cccc2c1OCO2 (stereo not drawn) stands at 2
TbMetRS inhib, Cc1onc(-c2ccccc2)c1C(=O)Nc1ccc(Br)cc1Cl stands at -0.3

Screening results as filed in PubChem.
